From PubChem BioAssay
TEAD-YAP inh = TEAD-YAP interaction inhibition, primary screen, TEAD-YAP interaction inhibitor project, luminescence, HEK-TIYL cells | hit rate 1.4% among 640,000 | TEAD-Gal4/YAP UAS-luciferase luminescence | inhibition, % at 9.12 µM; in the data active means inhibition above about 32%;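 further: 0% = median of test compound wells and 100% = reference inhibitor wells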
GPR151 ag = activators of human GPR151, primary screen, cell-based, PathHunter beta-arrestin, luminescence; G-protein coupled receptor 151 (Homo sapiens), Q8TDV0; PathHunter beta-arrestin GPR151 cells; activation, % at 11.2 µM; hit rate 1% among 650,000; in the data active means activation above about 4.9%;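 further: 0% = median of compound wells and 100% = cells with positive control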
Target sequence (Q8TDV0 whole entry, looked up): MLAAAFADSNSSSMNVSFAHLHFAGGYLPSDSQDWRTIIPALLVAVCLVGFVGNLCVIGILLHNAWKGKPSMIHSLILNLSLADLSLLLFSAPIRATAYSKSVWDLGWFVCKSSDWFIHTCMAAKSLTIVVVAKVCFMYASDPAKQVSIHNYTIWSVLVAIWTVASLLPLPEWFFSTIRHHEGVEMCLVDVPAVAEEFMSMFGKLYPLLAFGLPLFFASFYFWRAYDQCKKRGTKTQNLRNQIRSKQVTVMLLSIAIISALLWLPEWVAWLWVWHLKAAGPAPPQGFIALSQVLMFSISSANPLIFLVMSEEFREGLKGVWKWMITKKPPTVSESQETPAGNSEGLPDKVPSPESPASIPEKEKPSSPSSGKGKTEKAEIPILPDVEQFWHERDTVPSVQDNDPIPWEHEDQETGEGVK
FBW7 activator = FBW7 E3 ligase activators, primary screen, biochemical, AlphaScreen, human | F-box/WD repeat-containing protein 7 (Homo sapiens), Q969H0 | AlphaScreen FBW7–phospho-cyclin E peptide binding, activator screen | normalized activity (activation), % at 26.1 µM | hit rate 0.13% among 650,000 | AID 1259310, 2017; in the data active means normalized activity above about 1.9%;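 further: purified mutant Fbw7 with reduced substrate affinity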
MITF inh = MITF inhibitors, primary screen, biochemical, AlphaScreen, human; inhibition, % at 2.6 µM; Microphthalmia-associated transcription factor (Homo sapiens), O75030; AlphaScreen MITF homodimerization, bead proximity signal; hit rate 0.91% among 650,000; in the data active means inhibition above about 50%;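 further: 0% = vehicle wells with protein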
Target sequence (O75030 whole entry, looked up): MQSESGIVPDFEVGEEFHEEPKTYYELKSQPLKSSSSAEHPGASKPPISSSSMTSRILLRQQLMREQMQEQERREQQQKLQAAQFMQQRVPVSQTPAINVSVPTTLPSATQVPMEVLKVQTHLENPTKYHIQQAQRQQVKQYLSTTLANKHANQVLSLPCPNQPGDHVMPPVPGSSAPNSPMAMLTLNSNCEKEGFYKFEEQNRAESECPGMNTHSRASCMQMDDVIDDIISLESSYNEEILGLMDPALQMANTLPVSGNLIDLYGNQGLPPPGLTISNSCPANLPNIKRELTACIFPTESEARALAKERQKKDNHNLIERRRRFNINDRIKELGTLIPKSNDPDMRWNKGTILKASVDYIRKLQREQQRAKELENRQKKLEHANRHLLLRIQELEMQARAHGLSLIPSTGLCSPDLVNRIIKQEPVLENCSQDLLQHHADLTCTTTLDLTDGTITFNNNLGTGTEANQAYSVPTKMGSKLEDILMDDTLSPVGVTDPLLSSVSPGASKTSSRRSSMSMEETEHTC
An asterisk follows results filed as active.

SMILES	TEAD-YAP inh	GPR151 ag	FBW7 activator	MITF inh
Cc1ccc(NC(=O)CSc2nc3cc(C(=O)NCC4CCCO4)ccc3c(=O)n2Cc2ccco2)cc1 (stereo not drawn)	16	4.4	0.0	16
Cc1nnc2n1NC(c1ccc(F)cc1)C(C(=O)Nc1ccc(F)cc1)S2 (stereo not drawn)	-9	-0.5	0.1	0
CC(=O)N1c2ccccc2NC2=C(C(=O)CC(C)(C)C2)C1c1cccc(Cl)c1 (stereo not drawn)	7	0.5	-0.2	6
CCC1(C)Cc2c(sc3nc(SCC(=O)c4ccc(Br)cc4)n(-c4ccccc4)c(=O)c23)CO1 (stereo not drawn)	-1	-1.0	0.7	6
CCOc1ccccc1Nc1nnc(SCC(=O)c2ccccc2)s1	-9	0.3	0.0	5
COc1ccc(OC)c(Nc2nc3ccccc3n3cnnc23)c1	-5	-0.1	0.6	12
COc1ccc(C)cc1Nc1nc(C)nc2sc(C)cc12	4	2.2	0.0	-2
Cc1ccc(C)c(NC(=O)CN(c2ccc(Cl)c(Cl)c2)S(C)(=O)=O)c1	5	-1.7	0.1	14
COc1cccc(C(=O)Nc2ccc3c(c2)C(=O)Nc2ccccc2O3)c1OC	1	0.4	0.1	8
Nc1ccc(C(=O)NCc2cccs2)cc1	-7	-0.6	0.0	3
Cc1ccc(NC(=O)C(=O)Cc2ccc([N+](=O)[O-])cc2)c(C)c1	9	0.6	0.2	8
O=C1NCCN(C(=O)CCc2nnc(C3CCCCC3)o2)[C@H]1Cc1ccccc1	8	-0.6	-0.1	1
CCc1cc(=O)[nH]c(N2CCCCC2)n1	-6	0.7	0.1	2
CC(=O)Nc1ccc2nc(Nc3nc4ccc(F)cc4s3)sc2c1	-68	0.5	-0.1	-16
COc1cc(/C=C2/C(=O)NN(c3ccc(I)cc3)C2=O)ccc1O	2	0.7	0.0	7
CCOC(=O)NC1(C(F)(F)F)N=C(c2ccc(C)cc2)NC1=O (stereo not drawn)	21	-1.2	0.2	3
COc1ccc(/C=N/n2ncnc2SC)cc1OC	-25	-1.7	-0.1	-6
CC(CCc1ccccc1)NC(=O)C1c2ccccc2Oc2ccccc21 (stereo not drawn)	-1	-1.1	0.4	6
CCCCC(=O)Nc1cccc(-c2csc(-c3ccccc3)n2)c1	-14	-1.3	0.0	2
CC(=O)OC1CC[C@@]2(C)C(=CCC3C(=O)C(C)CCC32)C1 (stereo partly drawn)	0	0.7	0.3	7
Cc1ccccc1C(=O)NC(=S)Nc1cccnc1Cl	-46	-1.9	0.1	-1
Cc1sc(NC(=O)C2CC=CCC2C(=O)O)c(C#N)c1C (stereo not drawn)	6	-0.7	0.7	22
CCc1ccccc1-n1nnnc1SCC(=O)Nc1ccccc1	5	0.4	0.1	4
COc1cc(C2C(C(=O)Nc3cccc(C)n3)=C(C)NC3=C2C(=O)CCC3)ccc1O (stereo not drawn)	-1	-0.4	-0.1	0
COc1cc(CN2CC(=O)N(c3ccc(C)cc3)C2=S)cc(OC)c1OC	16	-0.1	0.1	5
(listing goes on)
SMILES	TEAD-YAP inh	GPR151 ag	FBW7 activator	MITF inh
Cc1c(C(=O)N2CCN(Cc3ccccc3)CC2)sc2ncn(CC(=O)N3CCCCC3)c(=O)c12	-2	2.9	-0.1	3
COc1ccc(OCC(=O)NCCc2c[nH]c3ccccc23)cc1	-2	-1.3	-0.1	5
CN1C(=O)NC(c2cccc(O)c2)C(C(=O)c2cccs2)C1(O)C(F)(F)F (stereo not drawn)	-41	-1.4	0.0	-4
COc1cccc(C2=NOC(C(=O)Nc3cc(C)ccc3O)C2)c1 (stereo not drawn)	-8	-0.3	-0.3	1
CCn1c2ccccc2n2c(=O)n(CC(=O)Nc3cccc(C)n3)nc12	-1	2.0	0.0	1
O=C1/C(=C/c2ccc(-c3cc([N+](=O)[O-])ccc3Cl)o2)SC(=NCc2ccccc2)N1Cc1ccccc1	-8	-0.7	0.1	0
CCCNc1cc(C)nc(Nc2nc3ccccc3n2C)n1	18	-1.5	-0.1	12
Cc1cccc(/C=N/NC(=O)CNc2cccc(Cl)c2)n1	-11	0.5	0.0	-37
CCOC(=O)c1ccc(N2C(=S)NC3c4cccc(OC)c4OC2(C)C3C(=O)N(C)C)cc1 (stereo not drawn)	5	1.0	-0.4	19
COc1cc(C2C(C(=O)Nc3ccc(Br)cn3)=C(C)NC3=C2C(=O)CCC3)ccc1OCc1ccccc1 (stereo not drawn)	10	1.0	0.1	-17
O=C1CCCN1CCCNc1cc(Nc2cnccn2)ncn1	-11	0.3	-0.1	7
c1cc(Nc2cc(C3CC3)[nH]n2)cc(Nc2ccc(N3CCOCC3)cc2)n1	85*	0.6	-0.6	14
O=C(c1cccc(I)c1)N1CCCc2ccccc21	-8	-0.9	2.3*	10
CCOc1ccccc1C(=S)N1CCOCC1	7	1.1	0.1	17
O=C(CN1C(=O)c2ccccc2S1(=O)=O)NCc1ccco1	-8	9.0*	-0.1	-8
CCOC(=O)c1sc(N2C(=O)C(=O)/C(=C(/O)c3ccccc3)C2c2ccc(O)c(OCC)c2)nc1C (stereo not drawn)	9	0.2	0.0	-8
Cc1ccc(-c2nc(C#N)c(NCCN(C)C)o2)cc1	-24	0.3	0.1	1
CSC1=NCCN1S(=O)(=O)c1ccc(Br)cc1	0	-0.8	-0.1	4
CCCCOC1=CC=C(NC(=O)CSc2nnc(Cc3ccccc3)n2CC)CC1	9	0.2	-0.1	-1
CCN(Cc1cc2ccccc2[nH]c1=O)C(=O)c1ccc(F)cc1	8	1.1	0.4	-5
CCOC(=O)c1nnn(CC(=O)Nc2ccc(C(C)=O)cc2)c1C(=O)OCC	8	-0.8	0.1	-12
CC(C(=O)N1c2ccccc2C(Nc2ccccc2)CC1C)N1C(=O)c2ccccc2C1=O (stereo not drawn)	3	0.8	0.0	-2
O=C(Nc1nc2ccccc2[nH]1)c1c(F)cccc1Cl	3	-1.5	-0.3	-2
COc1cc(Cl)c(C)cc1NC(=O)COC(=O)c1cc(O)[nH]c(=O)c1	18	-1.0	-0.6	63*
NC1=NC(=O)C(CC(=O)Nc2ccc(-c3ccc(Cl)cc3)cc2)S1 (stereo not drawn)	-17	-0.1	-0.2	12
Next results follow:
SMILES	TEAD-YAP inh	GPR151 ag	FBW7 activator	MITF inh
O=C(NNC(=O)c1cc2sccc2[nH]1)Nc1ccc(Cl)cc1	4	0.7	0.1	16
O=C1CCCC(=O)N1c1ccc(NCc2ccccc2F)c([N+](=O)[O-])c1	0	-0.1	-0.1	-1
NC(=O)Cn1nc2c3ccccc3nc(C3CC3)n2c1=O	1	2.4	0.4	13
Cc1ccc(Cl)cc1NC(=O)C(C)C	-6	1.1	0.8	2
Cc1ccc(-c2noc(Cn3ccn4nc(-c5ccccc5)cc4c3=O)n2)cc1	-11	0.6	0.2	3
COc1cccc(CNC(=O)CCNS(=O)(=O)c2ccc3c(c2)CCN3C(C)=O)c1	6	-0.6	-0.1	-14
CCCc1[nH]n(-c2ccc(F)cc2)c(=O)c1CNN1CCOCC1	-5	0.5	-0.2	-3
O=C(Cc1ccccc1[N+](=O)[O-])NN1CCOCC1	6	3.2	0.7	17
Cc1ccccc1-c1ccc(N2CCN(C(=O)NC3CCCCC3)CC2)nn1	-14	1.1	0.1	1
COc1ccccc1CNS(=O)(=O)c1ccc(-n2cnnn2)cc1	-5	-0.5	-0.1	-10
Cc1ccc(NC(=O)C(NS(=O)(=O)c2ccc(C)cc2)C(C)C)cc1 (stereo not drawn)	-8	1.4	-0.2	3
Nc1cc(=O)[nH]c(SCC(=O)Nc2cccc(F)c2)n1	1	1.4	0.4	5
CCC[C@@H]1NC(=O)[C@@H]2C[C@H](NCc3ccccc3Cl)CN2C1=O	1	-0.3	0.1	-21
O=C(O)c1ccc(NC(=O)c2ccco2)c(NC(=O)c2ccco2)c1	5	-1.6	0.0	17
COCCCNc1ccc([N+](=O)[O-])cc1C(=O)Nc1cccc(C)n1	0	-0.7	0.0	52*
COc1ccccc1-c1nnc2sc(-c3ccco3)nn12	11	-0.3	0.1	17
O=C(NCCc1c[nH]c2ccccc12)C1CCN(c2nnc(N3CCCC3=O)s2)CC1	10	0.9	-0.2	-3
CC1(C)Cc2nc3nc(NN)n(-c4ccccc4)c(=O)c3cc2CO1	2	1.3	-0.2	2
COC(=O)c1cccc(CSc2nc3ccccc3[nH]2)c1	-22	-2.5	-0.1	4
O=C(NC(=S)Nc1cc([N+](=O)[O-])cc(Cl)c1O)c1ccco1	-2	-1.5	-0.4	-6
O=C(O)Cc1sc(-c2cccnc2)nc1-c1ccc(Br)cc1	5	-1.1	0.0	-2
CN1C(=O)C2(c3ccccc31)C(C(=O)Nc1ccc3c(c1)OCCO3)CC1CCCN12 (stereo not drawn)	2	-2.7	0.5	4
CCOc1ccccc1-n1nnnc1SCc1nc2ccccc2s1	-11	-2.0	0.6	-2
O=C1ON=C(c2ccccc2)/C1=C/c1c(OCc2ccc(Cl)cc2)ccc2ccccc12	-62	0.1	0.1	21
COC(=O)C1=C(C)N=c2s/c(=C\c3ccccc3OC)c(=O)n2C1c1ccc(C(C)C)cc1 (stereo not drawn)	-8	3.6	0.0	8

17 structures already listed, ordered by molar mass, falling:
SMILES	TEAD-YAP inh	GPR151 ag	FBW7 activator	MITF inh
COC(=O)C1=C(C)N=c2s/c(=C\c3ccccc3OC)c(=O)n2C1c1ccc(C(C)C)cc1 (stereo not drawn)	-8	3.6	0.0	8
O=C(NCCc1c[nH]c2ccccc12)C1CCN(c2nnc(N3CCCC3=O)s2)CC1	10	0.9	-0.2	-3
Cc1ccc(-c2noc(Cn3ccn4nc(-c5ccccc5)cc4c3=O)n2)cc1	-11	0.6	0.2	3
Cc1ccccc1-c1ccc(N2CCN(C(=O)NC3CCCCC3)CC2)nn1	-14	1.1	0.1	1
O=C(O)Cc1sc(-c2cccnc2)nc1-c1ccc(Br)cc1	5	-1.1	0.0	-2
CCOc1ccccc1-n1nnnc1SCc1nc2ccccc2s1	-11	-2.0	0.6	-2
O=C1CCCC(=O)N1c1ccc(NCc2ccccc2F)c([N+](=O)[O-])c1	0	-0.1	-0.1	-1
COc1ccccc1CNS(=O)(=O)c1ccc(-n2cnnn2)cc1	-5	-0.5	-0.1	-10
COCCCNc1ccc([N+](=O)[O-])cc1C(=O)Nc1cccc(C)n1	0	-0.7	0.0	52*
O=C(NC(=S)Nc1cc([N+](=O)[O-])cc(Cl)c1O)c1ccco1	-2	-1.5	-0.4	-6
O=C(O)c1ccc(NC(=O)c2ccco2)c(NC(=O)c2ccco2)c1	5	-1.6	0.0	17
CCC[C@@H]1NC(=O)[C@@H]2C[C@H](NCc3ccccc3Cl)CN2C1=O	1	-0.3	0.1	-21
O=C(NNC(=O)c1cc2sccc2[nH]1)Nc1ccc(Cl)cc1	4	0.7	0.1	16
COc1ccccc1-c1nnc2sc(-c3ccco3)nn12	11	-0.3	0.1	17
Nc1cc(=O)[nH]c(SCC(=O)Nc2cccc(F)c2)n1	1	1.4	0.4	5
O=C(Cc1ccccc1[N+](=O)[O-])NN1CCOCC1	6	3.2	0.7	17
Cc1ccc(Cl)cc1NC(=O)C(C)C	-6	1.1	0.8	2

Other compounds follow:
SMILES	TEAD-YAP inh	GPR151 ag	FBW7 activator	MITF inh
CC1(C)Cc2c(c(N3CCOCC3)nc3sc(C(=O)c4ccccc4)c(N)c23)CS1	-5	-1.3	0.3	14
CCOC(=O)c1ccccc1NC(=O)c1sc2nc(C)nc(N3CCCCC3)c2c1C	6	0.1	0.0	8
N#CCC(=O)Cc1ccccc1[N+](=O)[O-]	3	1.8	0.1	7
COc1ccc(-c2cc(N)nc(N)n2)cc1	-23	0.7	0.1	-2
O=C(NC1(C(F)(F)F)NC(=O)N(c2ccccc2F)C1=O)C1CCCCC1 (stereo not drawn)	15	1.1	0.5	10
COc1cc(C(=O)NCc2ccccc2)cc(OC)c1OC	4	0.5	0.0	11
c1ccc2c(c1)sc1nnc(SCc3ccc(CSc4nnc5sc6ccccc6n45)cc3)n12	-5	2.1	0.8	12
Cc1cccc(NC(=O)CCc2ccccc2)c1N1CCC2(CC1)OCCO2	-3	3.4	0.0	-7
COc1cccc(C2NC(=O)NC(C)=C2C(=O)Nc2ccccc2)c1 (stereo not drawn)	-3	-1.2	-0.1	4
O=C(CC(O)(C(F)(F)F)C(F)(F)F)Nc1cc(Cl)ccc1Cl	9	-0.4	-0.1	5
CCc1c(C)sc(NC(=S)Nc2cnccn2)c1C(=O)OC	-9	5.9*	-0.1	4
CC(=O)Oc1cc(C)c2c(=O)c(Oc3ccccc3)c(C)oc2c1	4	2.5	0.1	-19
CCOC(=O)c1nnc(-c2ccc(C)cc2)nc1N1CCSCC1	-1	-2.1	-0.1	11
Cc1nnc(SCC(=O)c2ccc(S(=O)(=O)N3CCCC3)cc2)s1	8	0.7	-0.1	5
O=[N+]([O-])c1ccc(OCCCNCCO)cc1	-2	1.1	0.1	-20
COc1ccc(NP2(=O)C=C(c3ccccc3)OC(c3ccccc3)=C2)cc1	3	-2.2	0.0	24
COC(=O)c1cc(S(=O)(=O)NCc2ccc(F)cc2)cn1C	-10	-1.8	-0.1	-6
Cc1nn(C)c(C)c1-c1nc(NCCOc2ccccc2)c2ncn(-c3ccccc3)c2n1	-20	0.4	0.0	8
CC(=O)NC(=S)Nc1cccc(-c2nc3ncccc3o2)c1C	9	1.8	0.4	0
NC(=O)c1ccc(NC(=O)CSc2nc3ccccc3o2)cc1	-12	-1.7	0.5	13

Compounds were not picked by outcome, and some 3.4% of all compounds hit somewhere here.
